# SK-BR-3 tox 24h: SK-BR-3 proliferation inhibitors, primary screen, cell-based, human, 24 h | AID 847, 2007 | SK-BR-3 viability, CellTiter-Glo ATP luminescence; active compounds read low | 0.47% of 41,000 active | viability, % at 10 µM;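 active means viability at or below the median of all test compounds minus 3 SD, in both replicates if run twice, cut at about 45% in these data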;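 further: 100% = median untreated cell wells and 0% = median positive control drug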
# Numbers without * were called inactive; & = joins results of further samples. Some of the compounds tested; count on the stated rates, not on these rows.
SMILES,SK-BR-3 tox 24h
CC(C)(C)NC(=O)C(c1ccco1)N(Cc1ccc2c(c1)OCO2)C(=O)Cn1nnc2ccccc21 (stereo not given),92
O=C(O)CSc1nc2ccc(Cl)cc2[nH]1,102
CC1CCCN(CCCNC(=O)CCn2nc(-c3ccccc3)ccc2=O)C1 (stereo not given),63
COc1ccccc1C(=O)Nc1ccc(N2CCN(S(C)(=O)=O)CC2)cc1,82
CCn1cc(C(=O)O)c(=O)c2cc(F)c(N3CCN(C(=O)Nc4ccccc4)CC3)cc21,98
CC1(C)NC(=O)N(CC(O)COc2ccc(N3C(=O)c4ccccc4C3=O)cc2)C1=O (stereo not given),101
Fc1ccccc1-c1nc(-c2ccccc2)no1,85
CCS(=O)(=O)N1CCC(C(=O)NCc2ccccc2OC)CC1,79
Nc1nc(-c2cccnc2)nn1C(=O)Cc1ccccc1,112
Cc1cc(C)n2nc3nc4c(cc3c2n1)CCCC4,87
Cc1ccc(NC(=O)CN(C)S(=O)(=O)c2cccc3nsnc23)cc1Cl,75
Cn1c(=O)c2c(nc(N3CCN(Cc4ccccc4)CC3)n2CC(=O)c2ccccc2)n(C)c1=O,79
COc1ccc(-c2noc(-c3ccccc3C(=O)NCc3ccco3)n2)cc1OC,81
COCCN1C(=O)c2oc3c(C)cc(C)cc3c(=O)c2C1c1cccc(O)c1 (stereo not given),95
CCN(C(=O)CN1CCN(c2ccccc2OC)CC1)c1c(N)n(Cc2ccccc2)c(=O)[nH]c1=O,102
O=C(c1ccccc1)C1C(=O)c2ccccc2C1=O,95
COc1ccc2nc(NC(=O)C3CCCN(S(=O)(=O)c4cccc5nsnc45)C3)sc2c1 (stereo not given),93
O=C(COC(=O)c1cccs1)NC1CCCCC1,78
O=C(c1ccccc1)N1CC(COc2ccccc2)OC(c2ccco2)O1 (stereo not given),79
COC(=O)CSc1ccc2c(N)c(C(=O)OC)sc2c1,133

# Reprinted from the part before: four compounds, then new ones.
SMILES,SK-BR-3 tox 24h
COc1ccc2nc(NC(=O)C3CCCN(S(=O)(=O)c4cccc5nsnc45)C3)sc2c1 (stereo not given),93
O=C(COC(=O)c1cccs1)NC1CCCCC1,78
O=C(c1ccccc1)N1CC(COc2ccccc2)OC(c2ccco2)O1 (stereo not given),79
COC(=O)CSc1ccc2c(N)c(C(=O)OC)sc2c1,133
CC(=O)N=C1SC2CS(=O)(=O)CC2N1c1c(Cl)cccc1Cl (stereo not given),99
CC(=O)C1=C(c2ccccc2)NC(=O)NC1c1ccccc1OCC#N (stereo not given),87
Cc1cc(C)c(S(=O)(=O)N(CC(=O)N2CCOCC2)C2CCCCC2)c(C)c1,86
O=C(Nc1nncs1)c1cccc(S(=O)(=O)N2CCCC2)c1,94
COC(=O)CSc1nnc(Cc2cc(=O)[nH]c(=O)[nH]2)n1-c1cccc(OC)c1,83
O=C(CCN1C(=O)C2C3C=CC(C3)C2C1=O)N1CCN(c2cccc(Cl)c2)CC1 (stereo not given),84
CCOC(=O)Cn1c(=O)c2c(nc3n2CCN3Cc2ccccc2)n(C)c1=O,99
O=C1CCCC2=C1C1(CCCC1)N=C(Nc1nc3ccccc3s1)N2,94
COc1ccc2c(c1)C1(C)CC(C)(C)N2C(=O)N1c1ccccc1 (stereo not given),109
CCC(=O)Nc1c(C#N)c2nc3ccccc3nc2n1-c1ccccc1C,79
CCn1c(SCC(N)=O)nc2c1c(=O)n(C)c(=O)n2C,104
Cc1noc(NS(=O)(=O)c2ccc(NC(=O)c3ccoc3C)cc2)c1C,91
COc1ccc(OC)c(N(CC(=O)O)S(=O)(=O)c2ccc(OC)c(OC)c2)c1,142
Cc1ccccc1-c1nnc(SCC(=O)Nc2ccc3c(c2)OCCO3)n1N,98
O=S(=O)(Nc1nc2ccccc2[nH]1)c1ccccc1,47
COC(=O)c1cc(NCc2cccs2)ccc1N1CCOCC1,93
COc1ccc(OCCCC(=O)Nc2nnc(C3CCCO3)s2)cc1 (stereo not given),86
CC1=CC(=C2C(=O)c3ccccc3C2=O)C=C(C)N1C,107
Cc1cccc(NC(=O)c2cccnc2)c1,81
COc1ccc2[nH]cc(CCN=C3SCC(=O)N3C)c2c1,82
CCOc1ccccc1C(=O)N(Cc1ccco1)C1CCS(=O)(=O)C1 (stereo not given),82
O=C(c1cccc2ccccc12)N1CCC(N2CCN(c3ccccc3)CC2)CC1,92
CCOC(=O)CCCCC(=O)c1[nH]c(=O)[nH]c1Cn1cnc2ccccc21,111
Cc1nc(SC2CC(=O)N(c3ccccc3)C2=O)nc2c1CCCC2 (stereo not given),109
CC(=O)NCCOc1cccc(OCCNC(C)=O)c1,82
Cc1nc2c(c(=O)n1CC1CCCO1)c1nc3ccccc3nc1n2CCC(C)C (stereo not given),87
O=C(Nc1ccc(NC(=O)C2CCCN2C(=O)OCc2ccccc2)cc1)c1ccco1 (stereo not given),74
CC(C)C1CC(=O)NC(SCC(=O)Nc2ccc(Br)cc2)=C1C#N (stereo not given),87
O=C(CN(c1ccc(F)cc1)S(=O)(=O)c1ccc2c(c1)OCCO2)Nc1cccnc1,96
Cc1ccc(S(=O)(=O)N2CCN(C(=O)N3CCOCC3)C2C(C)C)cc1 (stereo not given),100
O=C(COC(=O)Cc1cccs1)Nc1ccccc1,95
CCC1(c2ccc(F)cc2)NC(=O)N(CC(=O)N2CCOCC2)C1=O (stereo not given),97
CCCCCCC(=O)N1CCN(c2cc3c(cc2F)c(=O)c(C(=O)O)cn3CC)CC1,120
COc1ccc(CCNc2oc(-c3ccccc3OC)nc2C#N)cc1,85
CS(=O)(=O)n1nc(OC(=O)c2cccc3ccccc23)cc1N,42*
CCc1nnc(NC(=O)CSc2nc(-c3ccc(OC)cc3)ns2)s1,91
Cn1c(SC2=CS(=O)(=O)c3ccccc32)nc2ccccc21,108
OCCN1CCN(CC#CCn2c3ccccc3c3ccccc32)CC1,85
COc1cc(-c2nnc(-c3ccc(N4CCOCC4)cc3)o2)cc(OC)c1OC,82
COc1ccc(C2C(C(=O)Nc3cc(C)on3)c3ccccc3C(=O)N2C)cc1 (stereo not given),53
C=C(C)CN(CC)CCC(=O)Nc1ccc(OC)cc1OC,86
CCN(C1CCCCC1)S(=O)(=O)c1ccc(S(=O)(=O)NCc2ccncc2)cc1,73
O=C1C(=O)N(CCCn2ccnc2)C(c2cccnc2)/C1=C(/O)c1ccc(Br)cc1 (stereo not given),86
Cc1cc(C(=O)Nc2sc3c(c2C#N)CCCCC3)cs1,83
CCOC(=O)C(CCSC)NC(=O)CN (stereo not given),75
CCCC(=O)Nc1ccc2c(c1)nc1n2CCSC1,102
Cc1ccc(C)c(NS(=O)(=O)c2ccc(OCC(=O)N3CCOCC3)cc2)c1,94
CCOC(=O)c1cc2cc(OC)ccc2[nH]1,82
CCCc1nc2ccccc2c2nc(N)nn12,91
Cc1ccc(S(=O)(=O)N2CCN(C(=O)c3c(C)nn(-c4ccccc4)c3Cl)CC2)cc1,88
C=CCn1c(Cc2ccc(OCC)cc2)nnc1SCC(N)=O,96
CC(C)n1nnnc1SCC(=O)Nc1ccccc1N1CCOCC1,89
CCn1c(C(=O)OC)cc2c1ccn2-c1ccc(F)cc1,97
CCOC(=O)C1=C(C)NC(=O)C1(NC(=O)c1cccnc1)C(F)(F)F (stereo not given),90
COc1ccc(-c2cc(C(F)(F)F)nc(SCC(=O)N3CC(C)OC(C)C3)n2)cc1OC (stereo not given),92
Cc1ccc(C(c2nnnn2C(C)(C)C)N2CCc3ccccc3C2)cc1 (stereo not given),89
CCOC(=O)C1CCN(C(=O)Nc2ccc(OC)c(OC)c2)CC1,87
CCc1cc2c(SCC(=O)c3cccs3)ncnc2s1,103
O=C(CN1CCC(c2nc3ccccc3[nH]2)CC1)NCc1ccc2c(c1)OCO2,106
COc1ccc(CCN2C(=O)C(O)=C(C(=O)c3ccco3)C2c2cccs2)cc1OC (stereo not given),96
# Continued.
SMILES,SK-BR-3 tox 24h
CC(C)Cn1cc(C(=O)NCC2CCCO2)c2c3ccccc3n(C)c2c1=O (stereo not given),93
CCCN(Cc1ccccc1)S(=O)(=O)c1ccc(N2C(=O)CCC2=O)cc1,93
CCOc1ccccc1Oc1c(C)oc2c(CN3CCN(CCO)CC3)c(O)ccc2c1=O,95
O=C(NCc1ccccn1)c1ccc(/C=N/O)nc1,76
O=C(COC(=O)c1ccccc1Oc1ccccc1)NCc1ccco1,97
Clc1cccc(-c2nn3c(-c4cccc(Cl)c4)nnc3s2)c1,99
Cc1cc2c3c(c1)C1(C(=O)N3C(C)(C)CC2C)C(C#N)=C(N)Oc2cc(O)ccc21 (stereo not given),93
CC1=C(C(N)=O)C(c2cccs2)n2nc(-c3cccc(Cl)c3)nc2N1 (stereo not given),84
CCOCc1cc(C)[nH]c(=O)c1C#N,97
Cc1cccc(CS(=O)(=O)Cc2ccc(C(=O)NCCCN3CCOCC3)o2)c1,97
O=C(CCn1c(=O)oc2ccccc21)N1CCN(C(c2ccccc2)c2ccccc2)CC1,85
CCn1c(Cn2nnc(-c3ccccc3)n2)nnc1SCC(=O)Nc1ccc(N(C)C)cc1,106
CN1CCc2c(sc3c2C(=O)NC(c2ccco2)N3)C1 (stereo not given),122&90
CCN(CC)S(=O)(=O)c1ccc2oc(SCc3ccc(F)cc3)nc2c1,71
O=C(O)c1cc(NCc2ccc3c(c2)OCO3)ccc1N1CCOCC1,86
COc1ccc(Oc2cn[nH]c2-c2ccc(O)cc2O)cc1,90
COC(=O)CNC(=O)C1CCN(c2nc(C)cc(C)n2)CC1,95
O=C(O)C1C2C=CC3(O2)C1C(=O)N1c2ccccc2C2OCCC2C13 (stereo not given),104
CCOc1ccc(NC2=NCCC(=O)N2Cc2cccs2)cc1,88
CCOc1ccc(Cc2nc(N)nc(N)n2)cc1,109

# Part of the list above in order of molecular weight, rising.
SMILES,SK-BR-3 tox 24h
O=C(O)C1C2C=CC3(O2)C1C(=O)N1c2ccccc2C2OCCC2C13 (stereo not given),104
CC1=C(C(N)=O)C(c2cccs2)n2nc(-c3cccc(Cl)c3)nc2N1 (stereo not given),84
CCCN(Cc1ccccc1)S(=O)(=O)c1ccc(N2C(=O)CCC2=O)cc1,93

# As entered above:
# Value for `O=C(O)c1cc(NCc2ccc3c(c2)OCO3)ccc1N1CCOCC1` in SK-BR-3 tox 24h: 86
# Value for `Cc1cccc(CS(=O)(=O)Cc2ccc(C(=O)NCCCN3CCOCC3)o2)c1` in SK-BR-3 tox 24h: 97

# Continuation:
SMILES,SK-BR-3 tox 24h
OC(CN1CCN(c2ccccn2)CC1)Cn1c2ccccc2c2ccccc21 (stereo not given),69
CCOc1ccccc1C1C(C#N)=C(N)Oc2n[nH]c(CC)c21 (stereo not given),131
O=C(CCN1C(=O)c2ccncc2C1=O)NCc1ccc(Cl)cc1,82
CC1CCC(NC(=O)c2ccc(CS(=O)(=O)Cc3ccccc3F)o2)CC1 (stereo not given),73
CCCS(=O)(=O)N1CCN(C(=O)c2ccco2)CC1,100
C/C=C/c1ccc(Oc2nnnn2-c2ccc(C(N)=O)cc2)c(OC)c1,81
CCn1cc(C(=O)Nc2cccc(NC(C)=O)c2)c2cc(OC)c(OC)cc2c1=O,98
CCc1ccccc1N1C[C@@]23C=C[C@@H](O2)C(C(=O)OCC(C)C)[C@H]3C1=O (stereo not given in full),103
COC(=O)c1[nH]c(C)c(/C(O)=C2\C(=O)C(=O)N(CCN(C)C)C2c2cccc(OC)c2OC)c1C (stereo not given),95
CCOC(=O)C1C(=O)CC(C)(O)C(C(=O)OCC)C1c1ccco1 (stereo not given),107
CCOc1ccccc1NC(=O)N1CCCC1C(=O)Nc1ccc(NC(C)=O)cc1 (stereo not given),46
O=C(O)CCCc1nc(-c2ccccc2)no1,86
O=C(CN(c1ccc(F)cc1)S(=O)(=O)c1ccc2c(c1)OCCO2)Nc1ccc2c(c1)OCO2,108
CCn1c(SCC(=O)Nc2cccc(NC(=O)c3ccco3)c2)nnc1-c1cccs1,83
CS(=O)(=O)N(CC(=O)NCc1ccncc1)Cc1ccc(Cl)cc1,103
c1ccc(-c2nnn(C34CC5CC(CC(C5)C3)C4)n2)cc1,84
CCOc1cc(C2NC(=O)NC(O)(C(F)(F)F)C2C(=O)c2ccc(OC)cc2)ccc1O (stereo not given),77
COc1cc(NC(=O)Cc2cccs2)ccc1-n1cnnn1,78
O=C1CCCN1CN(C(=O)c1ccccc1)c1ccc(F)cc1,90
CC(C)(C)C(=O)CN1C(=O)C2(OCCO2)c2ccccc21,93

# Some of the entries above in a different format:
CCOc1cc(C2NC(=O)NC(O)(C(F)(F)F)C2C(=O)c2ccc(OC)cc2)ccc1O (stereo not given)
  SK-BR-3 tox 24h = 77
CCOC(=O)C1C(=O)CC(C)(O)C(C(=O)OCC)C1c1ccco1 (stereo not given)
  SK-BR-3 tox 24h = 107

# (more compounds)
SMILES,SK-BR-3 tox 24h
CN(C)C=Nc1nonc1N,106
OCC#CCSc1nnc(-c2ccncc2)o1,94
CCCCCCSC1=C(C#N)C(c2ccc(O)cc2)CC(=O)N1 (stereo not given),82
O=C(c1ccc(-n2cnnn2)cc1)N1CCOCC1,100
Cc1ccc(NC(=O)c2noc3c2CCCCC3)cc1,78
Cc1ccc(NC(=O)C2CCCN(c3ncccn3)C2)cc1F (stereo not given),78
CCN(CC(=O)Nc1cccc(C(C)=O)c1)S(=O)(=O)c1ccc(OC)cc1,121
NC(=O)c1cccnc1,88
O=C(Nc1ccccc1C(=O)N1CCOCC1)c1ccco1,101
Cc1cc(C)nc(SCCS(=O)Cc2ccc(Cl)cc2)n1 (stereo not given),111
Cn1c(Cc2cccs2)n[nH]c1=S,90
Cn1c(=O)c2c(-c3ccccc3)n(Cc3cccnc3)cc2n(C)c1=O,108
COc1ccc(S(=O)(=O)N(C)CC(=O)Nc2ccc3c(c2)OCO3)cc1OC,80
